Screening data as filed in PubChem BioAssay.
Menin MLL FP TR = displaces Texas Red mutant MLL peptide from human menin. Potency, µM (doses to about 61.6 µM), for inactives: top-dose FP activity change, negative = inhibition, hits mostly inhibitors. actives 0.23% (n = 270,000). O00255. Menin + Texas Red MLL mutant peptide, fluorescence polarization; active = well fitted inhibition curve with a large enough effect in the polarisation, with a control signal flat, not every such curve was filed as active; inconclusive = small, poorly fitted or top-dose-only effect, or effect the other way, or a change in a side signal; inactive = no such curve, though single readings can be large or run the other way; the % refers to the polarisation; note: potency is the fitted concentration of half-maximal effect; % of control where 0% means no effect; many of its hits are not listed in these tables
Eya2 phos inh = inhibitors of human Eya2 phosphatase activity; actives 0.006% (n = 330,000); O00167; recombinant Eya2, OMFP fluorescence dephosphorylation (OMFP is methylfluorescein phosphate); Potency, µM (highest dose often 76.9 µM), without a hit: at the highest dose activity, negative = inhibition, usual class: inhibitors; AID 488837; note: potency is the fitted concentration of half-maximal effect; % is set by controls: 0 for no effect and ±100 for the full control effect
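Eya2 (0.2 uM) preincubated 10 min at ambient with compound, then OMFP substrate added at 50 uM; 10 min reaction in 50 mM HEPES pH 7.5, 50 mM NaCl, 5 uM MgCl2, 0.05% BSA, 1 mM DTT. Fluorescence read at Ex 485/Em 525 nm.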
BCR signal inh = blocks chronic active B-cell receptor signaling; ABC-DLBCL IkBa-CBG/CBR reporter, luminescence ratio, 4 h; Potency, µM (top dose mostly 46.1 µM), without a hit: at the highest dose ratio change, negative = lower green/red ratio, actives largely listed as inhibitors; actives 0.05% (n = 340,000); AID 493014; active = well fitted inhibition curve with a large enough effect in the signal ratio, with a control signal flat, not every such curve was filed as active; inconclusive = small, poorly fitted or top-dose-only effect, or effect the other way, or a change in a side signal; the % refers to the signal ratio;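 note: potency is the fitted concentration of half-maximal effect; plate controls were basal doxycycline-induced cells for no effect and cells given 10 µM MG132 for full effect; MG132 reads +100%, hits lower the ratio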
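TMD8 ABC-DLBCL cells carrying doxycycline-inducible green luciferase fused to IkappaBalpha plus unfused red luciferase were exposed to compounds (up to 46 uM) for 4 hrs at 37C. Activity came from the overlap-corrected green/red luminescence ratio.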
GALK inhibitor = blocks human galactokinase activity. Purified GALK, Kinase-Glo residual ATP luminescence. actives 0.007% (n = 270,000). P51570. Potency, µM (highest dose often 57.5 µM), without a hit: at the highest dose activity change, negative = inhibition, actives largely listed as inhibitors; note: potency is the fitted concentration of half-maximal effect; % is set by controls: 0 for no effect and ±100 for the full control effect
Target sequence (P51570 whole entry, looked up): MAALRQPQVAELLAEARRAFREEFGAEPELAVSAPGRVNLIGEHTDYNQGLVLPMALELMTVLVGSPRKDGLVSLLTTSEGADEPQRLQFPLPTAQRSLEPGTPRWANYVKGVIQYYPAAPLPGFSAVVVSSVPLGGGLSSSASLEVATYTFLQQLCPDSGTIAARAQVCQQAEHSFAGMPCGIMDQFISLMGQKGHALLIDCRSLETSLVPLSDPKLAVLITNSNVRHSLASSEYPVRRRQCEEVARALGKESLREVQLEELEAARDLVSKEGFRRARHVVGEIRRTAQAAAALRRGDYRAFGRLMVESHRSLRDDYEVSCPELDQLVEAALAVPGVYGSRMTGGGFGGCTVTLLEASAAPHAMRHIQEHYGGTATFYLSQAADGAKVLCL
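The enzyme phosphorylates galactose (100 uM) using ATP (35 uM); inhibition is detected as higher residual ATP, quantified by bioluminescence after 1 h reaction at room temperature, pH 8.0.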
USP2a block = blocks human ubiquitin-specific protease USP2a. O75604. USP2 core, Ub-CHOP2 coupled fluorogenic reporter, 485/531. Potency, µM (series often up to 38.3 µM), without a hit: at the highest dose activity change, negative = inhibition, usual class: inhibitors. actives 0.01% (n = 330,000);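 note: potency is the fitted concentration of half-maximal effect; plate controls were DMSO wells for no effect and full inhibition by NEM control for full effect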
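Deubiquitinase activity read as fluorescence (485/531 nm) after Ub-CHOP2 cleavage activates the enterokinase reporter on its substrate; USP2 core 10nM, Ub-CHOP2 and substrate 25nM each, 30min compound preincubation then 60min RT; data normalized to NEM, curves fitted.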
Mito fusion yeast = inhibitors of mitochondrial division or activators of mitochondrial fusion; Potency, µM (series often up to 46.1 µM), for the others: at the highest dose growth rescue (activation), hits mostly activators; S. cerevisiae fusion-defective mutant growth rescue, CellTiterGlo 48 h; actives 0.23% (n = 320,000);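 note: potency is the fitted concentration of half-maximal effect; % of control where 0% means no effect; nearly all actives have a fitted effect of over 45% in size; temperature-sensitive fusion mutants such as fzo1-1 at 37 °C on non-fermentable ethanol glycerol medium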
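Read-out: ATP-based luminescence (CellTiterGlo, 10 min ambient) reporting growth of fusion-defective ts yeast after 48 hours at 37C on glycerol/ethanol YPEG medium in the presence of compound.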
KCNH2 WT inh = inhibitors of human wildtype KCNH2 potassium channel. activity change, % at 1.84 µM. U2OS, BacMam KCNH2, thallium flux FluxOr; hits give low values. actives 0.37% (n = 340,000). Q12809. AID 720551;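 active = maximum activity change below -70%; inconclusive = maximum activity change between -70% and -50%; inactive = maximum activity change above -50%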; note: % is set by controls: 0 for no effect and ±100 for the full control effect
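U2OS cells transduced with wild-type KCNH2 virus are loaded with FluxOr dye for 45 min, and thallium flux is measured in kinetic reads before and after stimulation buffer. Rate constants are normalized to DMSO controls.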
ASM inhibitor = human S-ASM enzyme inhibition; P17405; placental ASM, HMU-PC fluorogenic substrate, 60 min; Potency, µM (doses to about 57.5 µM), without a hit: top-dose activity change, negative = inhibition, actives largely listed as inhibitors; actives 0.006% (n = 340,000); AID 504937; note: potency is the fitted concentration of half-maximal effect
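Fluorescence read-out (Ex 386 nm, Em 447 nm) after stopping the reaction at pH 10. Enzyme: ASM from human placenta; substrate HMU-PC0, 9 uM final; 60 min, 37 °C. Compound preincubation 10 min, ambient temperature.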
TSHR antag = human thyrotropin receptor antagonism; P16473; TSHR-expressing cells, TSH-stimulated cAMP HTRF, 2 h; hits give low values; activity change, negative = inhibition, % at 11.5 µM; actives 0.2% (n = 330,000);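 active = activity change below a set negative limit, meaning inhibition stronger than a set level, cut at about -70% in these data; inconclusive = activity change between two set negative limits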; note: % is set by controls: 0 for no effect and ±100 for the full control effect
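Inhibition of cAMP made by TSHR-expressing cells under TSH stimulation (4nM final, EC80; 2 h, 37 deg C) is quantified with a one-step lysis HTRF kit, anti-cAMP cryptate versus cAMP-d2.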
MBNL1-CUG inh = inhibitors of human MBNL1 binding to CUG repeat RNA; actives 0.036% (n = 280,000); Potency, µM (highest dose often 57.5 µM), for inactives: at the top dose activity change, negative = inhibition, usual class: inhibitors; TR-FRET MBNL1-His/biotin-(CUG)12 binding, 665/545 ratio; Q9NR56; active = well fitted inhibition curve with a large enough effect in the signal ratio, with a control signal flat, not every such curve was filed as active; inconclusive = small, poorly fitted or top-dose-only effect, or effect the other way, or a change in a side signal; inactive = no such curve, though single readings can be large or run the other way; the % refers to the signal ratio; note: potency is the fitted concentration of half-maximal effect; % is set by controls: 0 for no effect and ±100 for the full control effect
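Compounds (final 92 nM to 58 uM) are added to His-tagged MBNL1 and biotin-(CUG)12, then terbium anti-His antibody and streptavidin-XL665 (5 nM final). After 60 min at room temperature, the 665/545 nm ratio is read.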
PKM2 activator = activators of human pyruvate kinase M2 | P14618 | purified PKM2, Kinase-Glo ATP luminescence, activation; response scale: 0% is enzyme alone, no compound | Potency, µM (series often up to 57.5 µM), for inactives: top-dose activation, most hits filed as activators | actives 0.34% (n = 260,000); note: potency is the fitted concentration of half-maximal effect; % is set by controls: 0 for no effect and ±100 for the full control effect; nearly all actives have a fitted effect of over 55% in size
Target sequence (P14618 whole entry, looked up): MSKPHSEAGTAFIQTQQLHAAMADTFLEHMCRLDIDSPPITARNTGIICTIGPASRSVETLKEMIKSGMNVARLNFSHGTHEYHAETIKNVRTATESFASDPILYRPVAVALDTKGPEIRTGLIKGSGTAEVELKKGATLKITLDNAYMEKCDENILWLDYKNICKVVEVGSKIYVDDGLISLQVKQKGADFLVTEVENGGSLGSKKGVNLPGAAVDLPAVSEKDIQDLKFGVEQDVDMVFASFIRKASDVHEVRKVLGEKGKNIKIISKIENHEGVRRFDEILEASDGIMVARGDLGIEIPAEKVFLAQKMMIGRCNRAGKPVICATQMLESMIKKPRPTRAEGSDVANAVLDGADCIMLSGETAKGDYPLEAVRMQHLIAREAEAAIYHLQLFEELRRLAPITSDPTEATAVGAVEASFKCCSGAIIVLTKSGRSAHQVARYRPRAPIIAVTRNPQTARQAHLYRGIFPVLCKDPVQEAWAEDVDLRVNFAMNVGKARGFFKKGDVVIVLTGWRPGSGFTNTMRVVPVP
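ATP formation by purified human PK-M2, quantified via coupled luciferase luminescence after 1 h at room temperature with 0.1 mM ADP and 0.5 mM PEP final.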
* hit, by the source's call; ? = inconclusive; . = no result given; [ ] = dose if it differs, or a comment. Unless noted, calls come from the whole dose curve; as a rule, active = well fitted curve in the direction sought with a large enough effect; inconclusive = small, poorly fitted or top-dose-only effect, or another doubt; inactive = no such curve, though single readings can be large; an effect the other way counts as inactive or inconclusive. Only part of the results is shown (hit frequency here may not be typical).

structure	Menin MLL FP TR	Eya2 phos inh	BCR signal inh	GALK inhibitor	USP2a block	Mito fusion yeast	KCNH2 WT inh	ASM inhibitor	TSHR antag	MBNL1-CUG inh	PKM2 activator
c1ccc(C2(c3ccccc3)OCC(Cn3cncn3)O2)cc1 (configuration not stated)	0%	9%	0%	-2%	1%	2%	-3	-2%	-13	-5%	0%
O=C(c1ccccc1)c1cnc(Nc2ccc(Cl)c(Cl)c2)s1	.	5%	0%	-3%	2%	-13%	-6	47%[activator]	13	-13%	3%
COc1cc(/C=C/c2cc[n+](C)cc2)ccc1OCC(=O)Nc1ccc(Cl)c(Cl)c1	.	0%	5%	0%	?	18%	-4	76%[activator]	-7	?	.
Cc1cc(C)cc(OCC(=O)NNC(=S)NC(=O)C2CC2)c1	.	4%	0%	-6%	4%	-26%	-7	3%	-8	-2%	-1%
CC(=O)c1cccc(NC(=O)c2cc(C)no2)c1	12%	1%	3%	0%	1%	0%	2	6%	-6	6%	-8%
Cc1cccc2[nH]c(SCC(=O)O)nc12	18%	2%	3%	-1%	0%	-2%	-8	7%	4	-2%	-18%
C=CCn1c(N)c(-c2nc3ccccc3n2C)sc1=S	37%[activator]	6%	12%	0%	0%	-8%	-3	26%	-6	17%	-1%
CC(=O)c1sc(NC(=O)CCNC(=O)c2ccco2)nc1-c1ccccc1	.	1%	-8%	2%	1%	-12%	-26	-3%	-12	?	.
O=C(Nc1ccc([N+](=O)[O-])cn1)c1ccc(Br)o1	17%	-6%	?	-2%	1%	-1%	18	3%	-8	?	-8%
Cc1c(C(=O)OCC(=O)NC2CC2)oc2ccc(Br)cc12	.	10%	1%	.	2%	-1%	-3	0%	-7	.	.
O=[N+]([O-])c1ccc(O)c(/C=N/NC(=S)Nc2ccc(Cl)cc2Cl)c1	.	-4%	?	.	-2%	3%	-5	-18%	?	6%	-12%
Cc1ccc(NC(=O)c2sc3nc(CCl)[nH]c(=O)c3c2C)c(C)c1	1%	0%	0%	-4%	1%	7%	18	3%	17	5%	-4%
Cc1ccc(OCC(=O)Nc2cccc(C)n2)c(C)c1	-1%	2%	-1%	1%	1%	-2%	-2	0%	-4	8%	-5%
Cc1cc(OCC(=O)NCCCN(C)C)cc(C)c1Br	1%	6%	?	3%	-1%	-5%	4	2%	.	-3%	-13%
S=c1[nH]nc(Cc2ccc(Cl)cc2)n1-c1ccc2c(c1)OCCO2	-6%	8%	-16%	8%	4%	-2%	-4	0%	15	3%	-13%
COc1ccc(C(=O)/C(C)=N/O)cc1OC	19%	5%	?	-2%	2%	3%	3	3%	-7	10%	-1%
C=CCNC(=S)N(CC=C)C1CCS(=O)(=O)C1 (configuration not stated)	8%	2%	1%	.	0%	3%	4	5%	16	3%[11.5 µM]	-1%
COc1ccc(S(=O)(=O)N(CC(=O)NC2CC2)C2CCCCC2)cc1Cl	-23%	-5%	8%	0%	1%	6%	-20	6%	2	-5%	1%
O=C(COc1ccc(Cl)cc1)NCC(=O)N/N=C/c1cccs1	1%	25%	8%	-2%	2%	3%	6	-12%	7	1%	2%
COc1ccc(-c2cn(CCC(=O)O)c(C)n2)cc1	.	-12%	?	.	0%	-8%	.	8%	-4	.	.

Look-ups from the entries so far:
Under KCNH2 WT inh, COc1ccc(C(=O)/C(C)=N/O)cc1OC is entered as 3
Under Menin MLL FP TR, O=C(COc1ccc(Cl)cc1)NCC(=O)N/N=C/c1cccs1 is entered as 1%

(next part)
structure	Menin MLL FP TR	Eya2 phos inh	BCR signal inh	GALK inhibitor	USP2a block	Mito fusion yeast	KCNH2 WT inh	ASM inhibitor	TSHR antag	MBNL1-CUG inh	PKM2 activator
Cc1cccc(CNc2ncnc3ccc(-c4cccc(C)c4)cc23)c1	.	-18%	7%	.	2%	-10%	.	.	-16	.	.
CCOC(=O)/C=C/C(=O)Nc1ccccc1-c1ccccc1NC(=O)/C=C/C(=O)OCC	-2%	2%	?	0%	3%	-6%	4	1%	10	.	2%
Nc1c(C(=O)CSc2nnc(-c3ccccc3F)o2)c(=O)[nH]c(=O)n1C1CC1	.	-10%	-4%	.	-2%	-1%	-4	-1%	4	.	.
CCNC(=S)N1CCN(c2cccc(C(F)(F)F)c2)CC1	9%	-4%	5%	1%	0%	5%	2	-1%	3	-6%	0%
Cc1cccc(C(=O)NNS(=O)(=O)c2ccccc2[N+](=O)[O-])c1	-15%	-9%	?	0%	2%	3%	2	-6%	-20	?	-3%
CC(=O)c1ccc(N2C(=O)[C@@H]3C(CCC(N)=O)NC4(C(=O)Nc5c4ccc(Cl)c5C)[C@@H]3C2=O)cc1 (some centres not stated)	7%	-12%	-1%	0%	2%	2%	-4	-2%	2	16%	-2%
O=C(O)c1cc(S(=O)(=O)Nc2cc(Cl)ccc2Oc2ccccc2)ccc1O	.	-13%	15%	.	-3%	-2%	1	-1%	-12	.	.
O=C(Cc1cccs1)Nc1ccc(-c2nc3ccccc3[nH]2)cc1	?	-9%	?	0%	3%	-1%	-8	-1%	-4	138%[activator]	-14%
CNC(=S)N1CCN(c2ccccc2OC)CC1	-10%	-4%	?	-1%	0%	1%	-1	3%	26	4%	5%
CCN(CC)C(=O)[C@H]1C[C@H](CC(=O)NCCc2ccccn2)C(=O)N2CCc3c([nH]c4cc(CCC(=O)N(C)C)ccc34)[C@]12C	.	7%	4%	.	2%	.	-2	14%	6	.	.
CCOC(=O)c1sc(NC(=O)CNC(=O)Cn2cnc3sc(C)c(C)c3c2=O)nc1C	5%	3%	0%	9%	5%	1%	-2	1%	15	0%	6%
COc1ccc(S(=O)(=O)Nc2ccc3c(c2)N(C(C)=O)CCC3)cc1	.	14%	-6%	.	-1%	3%	-1	3%	-17	.	.
CC(=C/c1ccco1)/C=N/NC(=O)c1nnn(-c2nonc2N)c1CN(C)C	0%	19%	1%	1%	2%	-11%	14	-2%	0	?	.
Cc1ccc(C(=O)c2c3ccccc3[n+]([O-])n2CCO)cc1	.	-3%	5%	.	0%	-5%	-2	-4%	2	.	.
Cc1cc(OCc2nnc(SCC(=O)O)n2-c2ccccc2)ccc1Cl	9%	18%	9%	-1%	3%	1%	0	7%	-7	0%	-3%[11.5 µM]
Cc1cc(NC(=O)CSc2nc(-c3cccs3)nc3ccccc23)no1	.	-11%	-12%	.	-3%	6%	7	1%	10	.	.
CCCCC(=O)OCC(=O)N1N=C(c2c[nH]c3ccccc23)C(O)C1c1ccc(OC)cc1 (configuration not stated)	58%[activator]	-4%	?	4%	-15%	-9%	.	-20%	6	8%	.

Three compounds from above, ordered by formula weight, low to high:
structure	Menin MLL FP TR	Eya2 phos inh	BCR signal inh	GALK inhibitor	USP2a block	Mito fusion yeast	KCNH2 WT inh	ASM inhibitor	TSHR antag	MBNL1-CUG inh	PKM2 activator
Cc1cc(C)cc(OCC(=O)NNC(=S)NC(=O)C2CC2)c1	.	4%	0%	-6%	4%	-26%	-7	3%	-8	-2%	-1%
S=c1[nH]nc(Cc2ccc(Cl)cc2)n1-c1ccc2c(c1)OCCO2	-6%	8%	-16%	8%	4%	-2%	-4	0%	15	3%	-13%
Cc1cc(OCc2nnc(SCC(=O)O)n2-c2ccccc2)ccc1Cl	9%	18%	9%	-1%	3%	1%	0	7%	-7	0%	-3%[11.5 µM]
